IMP-1 inh – inhibitors of Pseudomonas aeruginosa IMP-1 metallo-beta-lactamase; purified IMP-1, nitrocefin hydrolysis, epi-absorbance fluorescence; actives 0.45% (n = 290,000); inhibition, % at 5.6 µM;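 active = inhibition above the mean plus 3 SD of all compounds in the same screening run, cut at about 4.5% in these data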;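 also: 0% = IMP-1 with DMSO and 100% = DMSO wells lacking enzyme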
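Assay system: purified IMP-1; Quantity: IMP-1 0.2 nM before substrate addition; Medium: HEPES buffer pH 7.1 with ZnSO4 and Brij 35; Incubation: 15 min enzyme–compound preincubation, then 25 min nitrocefin reaction, 25 °C; Signal: fluorescence quenching readout, ex 480/em 530 nm; Controls: DMSO with and without IMP-1; Repeats: singlicate testing.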
FID counter – displaces DNA intercalator in HCV helicase counter-screen; DNA fluorescent intercalator displacement, fluorescence; inhibition, % at 7.9 µM; actives 0.17% (n = 290,000); in the data active = inhibition above about 37%;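 also: 0% = vehicle and 100% = reference compound; higher means more ethidium bromide displaced from hairpin DNA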
NS3 helicase inh – blocks Hepatitis C virus NS3 helicase unwinding. NS3 helicase DNA unwinding, Cy5 molecular beacon fluorescence. inhibition, % at 10.9 µM. actives 0.56% (n = 290,000);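 active = inhibition above the mean of all tested compounds plus 3 SD, set per campaign, cut at about 35% in these data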;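 also: 0% = DMSO wells and 100% = thioflavine S control wells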
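Compound dosing – single dose, 10.9 µM nominal final, DMSO 0.8% final · System – NS3 helicase fragment of HCV · Buffer or medium – MOPS pH 6.5, MgCl2, DTT, Tween20, BSA · Signal – Cy5 beacon fluorescence read at start and 1 h · Also added – annealed dual-labelled DNA beacon duplex, ATP-started · Schedule – 1 h at 25 °C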
pCIP destab – lowers stability of the mouse p/CIP coactivator protein; AID 1984; F442A p/CIP-EGFP cells, EGFP fluorescence, 16 h; decrease of EGFP signal, % at 10 µM; actives 0.01% (n = 290,000); Q05BA5;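 active = EGFP signal decrease of at least 30% at 10 µM or well 3 SD below plate mean, unless failing retest; inactive = the rest, including hits failing retest or dose response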; also: some compounds called inactive have numbers as strong as hits; many of its hits are not listed in these tables
VIM-2 inhibitor – inhibitors of Pseudomonas aeruginosa VIM-2 metallo-beta-lactamase. purified VIM-2, nitrocefin hydrolysis, epi-absorbance fluorescence. inhibition, % at 5.6 µM. actives 0.89% (n = 290,000);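 active = inhibition above the mean of all tested compounds plus 3 SD, cutoff set per screening run, cut at about 7.5% in these data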;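 also: red hydrolysis product quenches plate fluorescence so inhibitors raise well fluorescence; 0% = enzyme with DMSO and 100% = DMSO without enzyme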
UBC9 SUMO inh – blocks human SUMOylation mediated by UBC9 | P63279 | HTRF SUMOylation assay, SAE1/SAE2 + UBC9, in vitro | inhibition, % at 35 µM | actives 0.36% (n = 290,000) | AID 2006; in the data active = inhibition above about 50%, passing the limit was not always enough; also: strong numbers were not always called active
IDE cell inh – cellular human IDE inhibition. inhibition, % at 5.59 µM. P14735. actives 0.41% (n = 320,000). HEK cells, FAbetaB cleavage, fluorescence polarization. AID 434962;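 active = percent inhibition above the average of all tested compounds plus 3 SD, set per screening campaign, cut at about 16% in these data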;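 also: IDE supplied by intact live HEK cells; FP after avidin binding of uncleaved biotin substrate so inhibition keeps polarization high; 0% = DMSO wells and 100% = 60 µM reference IDE inhibitor Ii1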
Target sequence (P14735 whole entry, looked up): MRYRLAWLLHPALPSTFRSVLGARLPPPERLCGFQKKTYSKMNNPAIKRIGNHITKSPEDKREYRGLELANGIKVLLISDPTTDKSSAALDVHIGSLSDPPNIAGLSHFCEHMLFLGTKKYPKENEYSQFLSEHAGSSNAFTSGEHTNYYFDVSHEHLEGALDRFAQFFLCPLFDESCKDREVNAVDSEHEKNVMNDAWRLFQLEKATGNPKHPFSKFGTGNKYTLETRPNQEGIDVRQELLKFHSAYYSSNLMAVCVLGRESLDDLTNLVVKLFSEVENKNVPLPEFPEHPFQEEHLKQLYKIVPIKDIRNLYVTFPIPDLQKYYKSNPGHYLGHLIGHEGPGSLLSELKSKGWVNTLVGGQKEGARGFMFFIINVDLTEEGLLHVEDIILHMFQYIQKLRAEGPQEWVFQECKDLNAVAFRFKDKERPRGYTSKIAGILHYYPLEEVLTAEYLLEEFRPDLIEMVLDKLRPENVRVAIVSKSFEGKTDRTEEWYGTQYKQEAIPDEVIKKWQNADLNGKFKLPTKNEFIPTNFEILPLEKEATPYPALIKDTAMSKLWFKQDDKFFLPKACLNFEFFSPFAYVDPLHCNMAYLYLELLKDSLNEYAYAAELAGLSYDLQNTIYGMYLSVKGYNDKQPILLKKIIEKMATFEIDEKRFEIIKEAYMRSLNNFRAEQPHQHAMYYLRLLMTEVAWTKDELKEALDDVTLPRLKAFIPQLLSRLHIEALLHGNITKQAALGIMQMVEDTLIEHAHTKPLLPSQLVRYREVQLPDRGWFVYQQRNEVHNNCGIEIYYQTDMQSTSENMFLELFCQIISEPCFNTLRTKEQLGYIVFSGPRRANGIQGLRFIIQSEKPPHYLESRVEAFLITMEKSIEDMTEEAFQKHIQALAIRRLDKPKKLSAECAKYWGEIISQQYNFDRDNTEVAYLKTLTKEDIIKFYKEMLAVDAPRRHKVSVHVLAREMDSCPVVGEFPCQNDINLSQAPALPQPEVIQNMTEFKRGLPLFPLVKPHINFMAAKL
IDE act – boosts human insulin-degrading enzyme activity in HEK cells; actives 0.073% (n = 340,000); FAbeta-B cleavage, fluorescence polarization; 0% vehicle, 100% cell-free pure enzyme wells; activation, % at 5.96 µM;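 active = activation above the mean of all tested compounds plus 3 SD, set per screening campaign, cut at about 17% in these data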
PfM18AAP inh – blocks P. falciparum M18 aspartyl aminopeptidase; inhibition, % at 7.35 µM; actives 1.2% (n = 290,000); recombinant PfM18AAP, H-Glu-NHMec fluorogenic cleavage;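 active = inhibition above the campaign mean inhibition over all tested compounds plus 3 SD, cut at about 28% in these data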;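 also: 0% = plate median of test compound wells and 100% = 2 mM ZnCl2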
* hit, by the source's call; x = not tested or not shown.

SMILES	IMP-1 inh	FID counter	NS3 helicase inh	pCIP destab	VIM-2 inhibitor	UBC9 SUMO inh	IDE cell inh	IDE act	PfM18AAP inh
Cc1nnsc1S(=O)c1ccc(F)cc1 (stereo unspecified)	-0.6	-9	28	-13	-1.9	19	5	3	-3
COCCCNC(=O)c1cc2c(=O)n3cc(C)ccc3nc2nc1NCC1CCCO1 (stereo unspecified)	-2.8	-6	2	-2	3.0	21	7	x	5
CCN(CC)S(=O)(=O)c1ccc2c(c1)oc(=O)n2CC(=O)N(C)C1CCCCC1	-1.2	-33	1	-1	-3.3	13	4	4	-3
COc1ccc(N2C(=O)N3[C@H](c4cccc(C)c4)[C@@H]4C(=O)N(Cc5ccccc5)C(=O)[C@@H]4[C@]3(Cc3ccccc3)C2=O)cc1	-1.5	-35	-44	-4	-0.8	10	-3	x	-6
Cc1ccc(Sc2cc(C(=O)NCCCN(C)C)c3ccccc3n2)cc1	0.2	23	-77	11	-0.7	-10	4	4	-9
CCCCN(CC(O)COc1cccc(C)c1)CC(O)COc1cccc(C)c1 (stereo unspecified)	-4.3	15	-54	-5	-0.6	-20	-4	-1	4
CCCCOC(=O)C1C2C=CC3(CN(CCc4ccccc4)C(=O)C13)O2 (stereo unspecified)	-1.1	-10	1	-1	-0.7	-5	0	6	-7
O=C(O)CC1SC(N/N=C/c2ccc(Br)cc2)NC1=O (stereo unspecified)	-3.8	-6	-13	-2	-1.4	9	-1	6	13
C/C(=N\OCC(=O)NCC(F)(F)F)c1cc2ccccc2o1	-2.5	-6	4	-20	-1.3	0	4	-2	3
COc1ccc(OC)c(NC(=O)CSc2nnc(-c3ccco3)n2-c2ccc(C(=O)O)cc2)c1	-5.1	-34	21	-7	-3.5	11	3	-1	-26
COc1ccc(-c2csc(NC(=O)c3ccccc3S(C)(=O)=O)n2)cc1	-2.3	-15	-6	-8	-3.0	12	-2	-1	-12
CC(C)CNC(C)C(=O)Nc1ccc(S(N)(=O)=O)cc1 (stereo unspecified)	-1.2	-5	15	-3	-4.2	16	-3	-2	1
Cn1c(C(=O)O)c(CC(=O)NCC2COc3ccccc3O2)c2ccccc21 (stereo unspecified)	-1.5	-24	6	-4	-2.8	18	9	4	1
Cc1c(Cl)cccc1NC(=O)c1ccco1	-3.5	-2	14	3	-0.7	-9	-1	5	7
O=C(CSc1ccc2c(c1)OCCO2)NCCc1ccc(Cl)cc1Cl	-2.9	-18	-10	-26	-2.4	-8	-1	3	1
CC(C)c1ccc(CNc2c([N+](=O)[O-])c(=O)oc3ccccc23)cc1	-4.0	1	7	-12	-2.2	0	3	9	-1
CCc1ccc(N(CC(=O)NC2CCCCC2)C(=O)CCC(=O)Nc2ccccn2)cc1	-2.6	-11	-5	-2	-2.2	-4	-1	4	2
O=c1oc2ccc(Cl)cc2cc1-c1nnc(Nc2cccc(C(F)(F)F)c2)s1	-2.3	0	5	-3	-1.0	3	1	6	1
COc1ccc(NC(=O)c2ccc(C#CC(C)(C)O)cc2)cc1	1.5	-10	5	-5	-0.6	4	1	-5	2
N#CC1=C(N)SC(N)=C(C#N)C1c1ccoc1	-2.5	-2	18	-16	0.0	31	15	x	18
CC(=O)N1CCN(S(=O)(=O)c2ccccc2)C1c1ccccc1 (stereo unspecified)	-2.3	0	-6	-9	-3.4	8	-1	2	-4
Cc1ccc2[nH]c3c(c2c1)CCN1C(=O)OC(C)(C)C31C (stereo unspecified)	-1.1	-11	-17	14	0.0	3	-9	3	-9
COCCCNC(=O)c1ccccc1N(Cc1ccccc1)S(=O)(=O)c1ccccc1	-0.4	-27	-2	4	-1.4	10	-2	1	-1
COc1ccc(NC(=O)COC(=O)CCNS(=O)(=O)c2ccc(Cl)cc2)cc1	-1.6	-16	-19	5	-0.1	-14	4	0	-6
COc1ccc(CCNC(=O)CS(=O)(=O)c2cn(CC(=O)N3CCCC3)c3ccccc23)cc1OC	-2.5	-26	8	4	-2.8	-2	4	0	1
O=C(c1cccc(S(=O)(=O)Nc2ccc(Br)cc2)c1)N1CCC1	-4.0	-8	12	-36	-0.6	8	3	0	4
CCn1c(C)c(C(C)=O)c(N2CCN(C(c3ccccc3)c3ccccc3)CC2)nc1=S	-2.6	-2	-2	-5	0.3	1	1	-4	2
COc1ccc(C(=S)N2CCN(S(=O)(=O)c3ccccc3)CC2)cc1	-1.0	-21	6	-38	-1.4	11	0	8	-3
Cc1cccc(N2C(=O)c3cccc4c(N(C)CCO)ccc(c34)C2=O)c1	5.1*	-18	2	-499	4.2	20	79*	-72	1
O=C(CS(=O)(=O)c1ccccc1)Nc1nc2ccccc2s1	-3.0	-6	-12	-3	-3.4	11	3	-1	3

Compound profiles, from the list above. Values in the order: IMP-1 inh, FID counter, NS3 helicase inh, pCIP destab, VIM-2 inhibitor, UBC9 SUMO inh, IDE cell inh, IDE act, PfM18AAP inh
Shown for CC(C)CNC(C)C(=O)Nc1ccc(S(N)(=O)=O)cc1 (stereo unspecified) → -1.2, -5, 15, -3, -4.2, 16, -3, -2, 1
Shown for COCCCNC(=O)c1cc2c(=O)n3cc(C)ccc3nc2nc1NCC1CCCO1 (stereo unspecified) → -2.8, -6, 2, -2, 3.0, 21, 7, x, 5
Shown for COc1ccc(NC(=O)COC(=O)CCNS(=O)(=O)c2ccc(Cl)cc2)cc1 → -1.6, -16, -19, 5, -0.1, -14, 4, 0, -6

Further compounds follow:
SMILES	IMP-1 inh	FID counter	NS3 helicase inh	pCIP destab	VIM-2 inhibitor	UBC9 SUMO inh	IDE cell inh	IDE act	PfM18AAP inh
O=C(CCC(=O)OCc1ccc([N+](=O)[O-])cc1Cl)Nc1ccccc1	-0.5	-3	7	-14	0.8	20	-1	0	-16
CC(=O)c1ccc(S(=O)(=O)N2CCNCC2)cc1	0.0	0	18	-7	1.7	13	1	5	-4
O=C(Nc1cccc(C(F)(F)F)c1)c1cc(Br)cc2c1OCC2	-1.3	-4	1	-12	-1.3	11	1	2	-8
CCOc1ccc(N2C(=O)CN=C2Nc2ccccc2F)cc1	-1.4	-2	0	-9	-1.0	-17	3	3	2
N#Cc1c(N)n(-c2ccccc2)c(=O)c2cc([N+](=O)[O-])ccc12	-1.5	3	-6	-15	1.1	14	2	0	-17
CCN1CCN(S(=O)(=O)c2ccc(-c3cc(C)no3)s2)CC1	-2.2	-2	8	-1	-1.9	7	0	0	2
CCN1/C(=C/C=C/C=C/C=C/c2sc3ccccc3[n+]2CC)Sc2ccccc21	-0.2	-17	-59	-10	-2.6	-12	13	-2	40*
Cc1ccc(Oc2nnc(-c3cccs3)c3ccccc23)cc1C	-0.2	-1	3	2	0.8	0	0	2	-23
CCOC(=O)C1CCCN(C(=S)NC(=O)/C=C/c2ccc(F)cc2)C1 (stereo unspecified)	-2.0	-46	11	-2	-4.7	16	-12	5	3
COc1ccc(NC(=S)NCCN2CCC(C)CC2)cc1	-1.9	7	19	-15	-0.8	7	-1	-3	-8
CCN(CC)CCN(C(=O)c1ccc(S(=O)(=O)N2CCOCC2)cc1)c1nc2cc3c(cc2s1)OCCO3	-2.8	8	-4	6	-1.8	12	0	-3	1
CCOc1ccc(OCc2ccc(C(=O)N3N=C(C(F)F)CC3(O)C(F)F)o2)cc1 (stereo unspecified)	-3.1	-16	-4	-8	-3.0	-18	-2	5	0
Cc1ccccc1-n1c(C)cc(/C=N/NC(=O)c2ccc(CN3CCOCC3)cc2)c1C	-0.7	-7	-9	4	-2.3	0	-2	6	-7
COc1cc2nc(C3CCC3)n(NC(=O)C(OC(C)=O)c3ccccc3)c(=O)c2cc1OC (stereo unspecified)	-1.9	-21	0	-2	-2.7	17	5	-3	1
COc1ccc(-n2c(=S)[nH]c3sc4c(c3c2=O)CCN(C)C4)cc1	-2.2	3	-1	1	-1.7	19	-6	x	7
COc1ccc(Cn2c(C(F)(F)F)ccc(C(N)=O)c2=O)cc1	-2.9	-14	-3	-5	-3.8	-6	-5	2	8
CC1(C)Cc2c(cnn2-c2cccc(F)c2)C(NC(=O)c2cc[n+]([O-])cc2)C1 (stereo unspecified)	1.8	-34	20	-3	4.4	7	-1	0	-1
Cc1ccc(C(=O)CSc2ccc(-c3ccccc3)nn2)cc1	-3.3	-13	-2	3	-4.7	-1	2	2	-10
Oc1ccc(/C=N/N2CCCCC2)cc1O	-3.1	-8	21	-5	-0.3	6	2	-2	66*
CCN(CC)C(=O)COc1ccc(-c2nnc(Nc3ccc(OC)c(C(=O)NC)c3)c3ccccc23)cc1	0.3	-36	22	3	2.8	6	2	3	7
CCOc1cccc2sc(N(CCN(C)C)C(=O)c3ccc4ccccc4c3)nc12	-1.3	2	-76	-6	-1.0	-1	-1	6	-9
COc1ccc(/C=N/n2cnc3c([nH]c4ccccc43)c2=O)cc1CO	-3.6	0	-2	-2	-2.5	17	-2	-2	1
CN1CCC(=O)N([C@H](CO)c2ccccc2)CC1	-1.7	-5	18	-14	0.4	1	6	1	-7
Cc1cc(C)cc(Oc2nc(-c3ccccc3)cc(C)c2S(C)(=O)=O)c1	-1.1	-10	-4	-5	-3.0	-24	-4	8	0
Cc1cccc(NC(=O)CNC(=O)c2ccccc2Cl)n1	-2.3	-2	8	0	-2.9	-34	0	4	2
Cn1nnc(C(O)CNCc2cccs2)n1 (stereo unspecified)	-4.4	4	0	-5	-5.4	-9	3	-1	8
CCc1c(C)sc(NC(=S)Nc2cccnc2)c1C(=O)OC	-2.0	-7	-6	-5	-0.4	-2	11	0	15
O=C(NNC1=NS(=O)(=O)c2ccccc21)C1CC(=O)N(c2ccccc2)C1 (stereo unspecified)	-0.4	-13	2	-2	-1.9	18	1	-3	3
CC(=O)NC(=S)Nc1ccc(S(=O)(=O)Nc2nc(C)cc(C)n2)cc1	-0.5	1	-1	-3	0.1	7	2	7	1
O=C(NNC(=O)c1sc2cccc(Cl)c2c1Cl)Nc1ccccc1	-1.7	0	0	4	-3.1	22	4	3	8
NC(=O)[C@@H]1CCNc2c(I)cc([N+](=O)[O-])cc2C(=O)N[C@@H](CCC(=O)O)C(=O)N[C@@H](CO)C(=O)N1	-5.6	-17	13	-10	-2.8	6	4	2	-18
Cc1ccc(C(=O)O/N=C2\CCCc3ccccc32)cc1	-1.3	-5	0	-10	1.6	-20	2	5	-4
Cc1cc(NS(=O)(=O)N(C)C)ccc1C(C)C	0.4	-3	-4	2	-1.8	8	0	2	8
Cn1c(=O)[nH]c(=O)c2c1nc(Br)n2CC(O)COc1ccc(Cl)cc1 (stereo unspecified)	-2.4	-14	-10	-13	0.3	22	2	-3	-14
S=c1[nH]ncn1/N=C/c1cccs1	-3.6	-2	1	5	-2.3	-9	-1	-5	22
CCOC(=O)CNC(=O)Nc1nnc(-c2ccc(OCC)cc2)o1	-5.7	-13	3	0	-5.5	-1	-1	0	3
COc1ccccc1-c1nn2c(=O)cc(C)nc2s1	-1.7	-2	0	-5	-2.2	18	-2	1	2
CCCS(=O)(=O)c1c(S(=O)(=O)CCC)c2c(N)cccn2c1C(=O)c1ccc(OC)cc1	-4.1	-20	2	-57	-3.9	16	0	3	-2
COc1cccc(C(=O)NC(=S)Nc2ccc(Cl)c(C(=O)O)c2)c1	-3.2	-7	7	-24	-2.9	-13	-3	3	6
